Compound activity (PubChem BioAssay)
Akt phos inh: HTS Assay for Inhibitors of Akt Phophorylation: Primary Screen | Neuro2A IGF-stimulated pAkt S473 HTRF, 20 min; active compounds read low | activity change, % for hits at 50 µM | hit rate 0.32% among 360,000 | AID 651550, 2012; in the data active means activity change below about -80%; inconclusive means mostly about -51% to -80%; further: on the % scale 0 is the no-effect control and ±100 the full control effect
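Single-point screen (50 µM final compound) in Neuro2A cells stimulated 20 min with 6 nM IGF at 37 deg C. After lysis, Ser473-phosphorylated Akt read by HTRF (ex 330 nm, em 615/665 nm) as the 665/615 ratio.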
MmCpn inh: Inhibitors of TCP-1 ring complex (TRiC) of Methanococcus maripaludis (MmCpn): qHTS | Potency, µM (top dose mostly 76.9 µM), for the others: top-dose activity, negative = inhibition, usual class: inhibitors | hit rate 0.031% among 330,000 | Chaperonin Mm-Cpn (Methanococcus maripaludis) | AID 504842, 2011 | purified Mm-Cpn ATPase, ADP Transcreener TR-FRET; further: potency means the concentration at half of the fitted maximal effect; on the % scale 0 is the no-effect control and ±100 the full control effect; nearly all actives have a fitted effect of over 80% in size
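Inhibition of chaperonin ATP hydrolysis is measured as reduced ADP production, detected by competitive TR-FRET in which signal falls with ADP. Final enzyme 25 nM and ATP 10 uM, reacted 30 min at 37°C.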
CCT chaperon mod: High-Throughput Screening for Modulators of Cytosolic Chaperonin Activity. purified chaperonin ATPase assay, HTRF ADP detection, 30 min. activity change, % (concentration not given with the values), hits read low. hit rate 0.3% among 360,000. AID 651819, 2012; in the data active means activity change below about -30%; further: on the % scale 0 is the no-effect control and ±100 the full control effect
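Enzyme 40 or 20 nM (batch-dependent) in Tris pH 7.4/KCl/MgCl2/DTT; cpd 76 uM single point; ATP 10 uM; 30 min 37 °C; Transcreener ADP HTRF detection, 30 min RT; ratio 665/615.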
EPAC2 antag: qHTS for Antagonist of cAMP-regulated guanine nucleotide exchange factor 2 (EPAC2): primary screen | AID 720708, 2013 | EPAC2 GEF exchange of Rap1B-BODIPY-GDP, fluorescence | hit rate 0.18% among 360,000 | Potency, µM (top dose mostly 114 µM), for inactives: top-dose activity, negative = inhibition, actives largely listed as inhibitors; further: potency means the concentration at half of the fitted maximal effect; on the % scale 0 is the no-effect control and ±100 the full control effect; nearly all actives have a fitted effect of over 45% in size; many of its hits are not listed in these tables
DRD3 agonist: qHTS of D3 Dopamine Receptor Agonist: qHTS; AID 652048, 2013; hit rate 0.58% among 410,000; D3R DiscoveRx beta-arrestin cells, luminescence, 90 min; max activation, %; D(3) dopamine receptor (Homo sapiens), P35462; in the data active means max activation above about 30%; further: 0% is about no effect; mostly tested at two doses, the higher about 12 µM
Target sequence (P35462 whole entry, looked up): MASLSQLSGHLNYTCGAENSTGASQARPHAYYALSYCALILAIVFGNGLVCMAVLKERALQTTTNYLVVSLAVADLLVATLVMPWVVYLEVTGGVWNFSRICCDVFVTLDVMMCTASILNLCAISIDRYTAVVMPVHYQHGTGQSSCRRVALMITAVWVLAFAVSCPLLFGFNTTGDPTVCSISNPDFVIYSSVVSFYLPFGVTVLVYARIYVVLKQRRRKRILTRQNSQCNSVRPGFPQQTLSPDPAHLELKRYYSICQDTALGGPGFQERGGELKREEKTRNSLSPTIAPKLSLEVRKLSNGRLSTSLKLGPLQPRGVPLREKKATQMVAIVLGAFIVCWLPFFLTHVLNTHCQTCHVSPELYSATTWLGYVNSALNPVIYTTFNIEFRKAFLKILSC
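Agonist-mode cell screen: cells plated at 1500/well and incubated overnight at 37 °C, then exposed to library compounds for 90 min at 37 °C. Detection reagent was added for 30–60 min at room temperature, and luminescence was read.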
D3 antag: qHTS of D3 Dopamine Receptor Antagonist: qHTS; max response, negative = inhibition, %; D3R cells, DiscoveRx beta-arrestin luminescence, antagonist mode; active compounds read low; hit rate 2.5% among 360,000; AID 652054, 2013; in the data active means max response below about -50%; inconclusive means no clear call, values can overlap the other calls; further: on the % scale 0 is the no-effect control and ±100 the full control effect; mostly tested at two doses, the higher about 12 µM
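Cells expressing the human receptor were seeded at 1500 cells/well, incubated overnight at 37 degrees C in 5% CO2, then exposed to library compounds with dopamine controls for 90 minutes at 37 degrees C before luminescent detection.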
EPAC2 ag: qHTS for Agonist of cAMP-regulated guanine nucleotide exchange factor 4 (EPAC2): primary screen. Rap guanine nucleotide exchange factor 4 (Homo sapiens), Q8WZA2. EPAC2 activation, biochemical qHTS; response scale: 100% = 6.5 mM cAMP response. hit rate 0.079% among 360,000. Potency, µM (highest dose often 154 µM), for the others: top-dose activation, hits mostly activators. AID 720711, 2013; further: potency means the concentration at half of the fitted maximal effect; nearly all actives have a fitted effect of over 50% in size
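Compounds were added across a concentration range to EPAC2 (100 nM), RAP1B-BODIPY-GDP (250 nM) and GDP (50 uM). After 5 min at room temperature, fluorescence was recorded at 5-min intervals for 30 min.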
PTHR1 agonist: qHTS for PTHR1 Agonists: Primary Screen | HEK293 GP2 PTHR1 cells, GloSensor cAMP luminescence, 1 h | Potency, µM (titrated, usually from 115 µM), without a hit: at the highest dose activation, actives largely listed as activators | hit rate 0.075% among 410,000 | AID 743266, 2014; further: potency means the concentration at half of the fitted maximal effect; nearly all actives have a fitted effect of over 55% in size; some results filed as inactive show a strong effect at the top dose; inactives centre near -15; many of its hits are not listed in these tables
Target sequence (Q03431 whole entry, looked up): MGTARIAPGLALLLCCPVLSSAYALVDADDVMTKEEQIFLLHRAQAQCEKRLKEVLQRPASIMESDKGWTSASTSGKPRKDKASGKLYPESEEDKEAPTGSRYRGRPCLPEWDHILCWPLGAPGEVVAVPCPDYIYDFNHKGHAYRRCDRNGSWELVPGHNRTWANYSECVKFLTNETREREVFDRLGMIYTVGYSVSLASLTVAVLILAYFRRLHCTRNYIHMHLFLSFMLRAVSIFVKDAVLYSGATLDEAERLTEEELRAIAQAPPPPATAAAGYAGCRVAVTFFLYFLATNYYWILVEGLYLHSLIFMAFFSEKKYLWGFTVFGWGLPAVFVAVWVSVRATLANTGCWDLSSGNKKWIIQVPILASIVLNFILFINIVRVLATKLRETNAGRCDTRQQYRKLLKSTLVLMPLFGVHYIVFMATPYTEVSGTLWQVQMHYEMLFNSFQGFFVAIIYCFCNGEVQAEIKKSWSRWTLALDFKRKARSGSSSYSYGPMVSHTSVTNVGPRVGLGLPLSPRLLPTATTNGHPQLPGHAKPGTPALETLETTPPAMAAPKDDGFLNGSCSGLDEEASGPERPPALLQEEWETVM
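HEK-293-derived GP2 cells expressing PTHR1 and a GloSensor cAMP reporter, 3,000/well, plated overnight, given luciferin plus IBMX (each 0.5 mM as added) for 1 h at 37 °C, then compound for 1 h at 37 °C. Luminescence was read after 15 min at room temperature.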
The depositor's hits bear a star; i = inactive; ? = inconclusive; / = no result given; [ ] = dose if it differs, or a comment. Unless noted, the call rests on the fitted dose curve; in most records, active means well fitted curve in the direction sought with a large enough effect; inconclusive means small, poorly fitted or top-dose-only effect, or another doubt; inactive means no such curve, though single readings can be large; an effect the other way counts as inactive or inconclusive.

SMILES	Akt phos inh	MmCpn inh	CCT chaperon mod	EPAC2 antag	DRD3 agonist	D3 antag	EPAC2 ag	PTHR1 agonist
COc1ccc(COC[C@H](C)[C@H](O)[C@@H](C)[C@H]2OC(=O)[C@@H]2C)cc1	i	/	-1.6	5%	20	-18	8%	4%
CC(=O)N1CCN(c2cccc(C)c2C)CC1	i	-9%	-1.2	4%[57.1 µM]	1	-11	6%	i
COc1cccc(NC(=O)COC(=O)C2C3CC4OC(=O)C2C4C3)c1 (stereo not given)	i	0%	-2.8	5%	7	8	5%	i
CN1C(=O)C(O)(C2CCCCCC2=O)c2ccccc21 (stereo not given)	i	0%	-7.7	-3%	9	7	6%	i
O=C(Nc1ccc(S(=O)(=O)N2CCOCC2)cc1)C1CCN(S(=O)(=O)c2ccc(F)cc2)CC1	i	-1%	-2.7	-5%	1	3	13%	-3%
COc1ccc2nc3oc(C(=O)NCCCOC(C)C)cc3cc2c1	i	-3%	0.2	4%	1	5	-2%	-12%
Cc1ccc(-c2cn3c(=O)cc(C)[nH]c3n2)cc1	i	1%	-2.4	-2%	-8	-18	5%	-22%
CC(C)NC(=O)NC(=O)COc1c(F)c(F)cc(F)c1F	i	0%	-0.4	-15%	4	4	-3%	-5%
O=C(COc1ccccc1)Nc1ccc(S(=O)(=O)N2CCOCC2)cc1	i	-1%	-3.3	-3%	-7	-11	13%	i
O=C(c1ccc(S(=O)(=O)N2CCOCC2)cc1)N1CCN=C1SCc1cccnc1	i	2%	-2.3	-3%	-3	1	9%	-35%
Cc1cc(C)cc(NC2=NCC(=O)N2Cc2ccccc2)c1	i	-2%	-2.2	-1%	1	22	3%	i
Cc1ccc(-c2nc3ccc(Cl)cn3c2CC2CCCCC2)cc1	i	/	1.2	19%	11	-15	15%	-64%[inhibitor]
Cc1ccc(SCc2ccc(C(=O)N3CCCC3)cc2)cc1	i	0%	0.3	-21%	3	9	-4%	-36%[inhibitor]
Cn1c2ccccc2c(=O)c2c(O)cccc21	i	1%	-4.6	-20%	-6	-12	5%	-13%
Cc1ccc(C(=O)NC2CC(C)(C)NC(C)(C)C2)c(C)c1	/	1%	-4.7	7%	-5	39	-24%[15.6 µM]	i
O=C(CCc1nnc(CCCCc2ccccc2)o1)NCCn1cccn1	i	-1%	-4.1	1%[57.1 µM]	-1	-1	2%	i
CCOC(=O)N/N=C(\C)c1cccs1	i	1%	-2.3	1%	-4	-5	8%	i
CCCCC[C@@H](C)N1C[C@@H](COCc2ccccc2)Oc2cc(N3CCC[C@@H]3CO)ccc2S1(=O)=O	i	/	-0.3	?	6	28	10%	-49%[inhibitor]
NS(=O)(=O)c1ccc(NS(=O)(=O)c2ccc(C3CNC(=O)C3)cc2)cc1 (stereo not given)	i	0%	0.4	-9%	3	3	4%	i
COc1cc(C2C(C#N)=C(N)Oc3c2oc(CO)cc3=O)cc(OC)c1OC (stereo not given)	i	1%	-1.0	-3%	-15	-16	11%	-49%
CCC(C)N(C(=O)CSc1ncnc2c1cnn2-c1ccccc1)C1CCS(=O)(=O)C1 (stereo not given)	i	-3%	0.6	9%	-13	2	0%	-47%[inhibitor]
COc1ccc(NC(=O)C2Cc3c(-c4ccc(Cl)cc4)ccnc3O2)cc1OC (stereo not given)	i	/	0.9	-7%	4	16	16%	-39%[inhibitor]
CC(C)(C)n1nnnc1C(c1cccs1)N(Cc1ccccc1)Cc1ccco1 (stereo not given)	i	0%	2.9	-12%	-14	10	5%	i
CC(=O)OC1c2c(ccc3ccc(=O)oc23)OC(C)(C)C1OC(=O)CC(C)C (stereo not given)	i	-3%[15.4 µM]	0.9	-4%	-6	-7	-11%	-3%
O=C(NNS(=O)(=O)c1ccc(F)cc1)c1ccc(S(=O)(=O)N2CCCCC2)cc1	i	0%	1.6	10%	3	13	0%	i
NNC(=O)c1nnn(-c2nonc2N)c1-c1cccs1	i	1%	1.6	-1%	-5	-1	8%	-18%[57.5 µM]
CCCCCOC(=O)Cn1c(N2CCOCC2)nc2c1c(=O)[nH]c(=O)n2C	i	-13%	1.2	12%	-8	-12	4%	i
CCC(C)NC(=S)N1CCN(C)CC1 (stereo not given)	i	-1%	-1.8	2%	-8	2	8%	-18%
CCOC(=O)CSc1snnc1C	i	/	-0.3	6%	4	?	-5%	5%[57.5 µM]
COCCSc1ccccc1C(=O)Nc1ccccc1C#N	i	-1%	-0.4	0%	-3	-11	7%	-15%
CN1CCN(S(=O)(=O)c2ccc(N3CCN(c4ccccc4O)CC3)c([N+](=O)[O-])c2)CC1	i	2%	0.1	-18%	2	-19	-4%	-5%
Cc1cc(C)c2cc(C(O)c3nnnn3Cc3ccccc3)c(=O)[nH]c2c1 (stereo not given)	i	-3%	-3.2	7%	13	9	1%	-6%
COc1ccc(-c2cc(C(=O)N3CCc4ccccc4C3)no2)cc1	i	1%	-1.2	-8%	2	-12	20%	i
CCCCCCCCN1C(=O)[C@H](CC(=O)NCCc2ccccc2OC)C[C@@]2(C(=O)OCC)CCCC=C12	i	/	0.8	-17%	-2	0	-4%	-22%
COc1ccccc1CNC(=O)COC(=O)c1ccc(C)s1	i	0%	2.2	0%	0	-2	-1%	-7%
C[C@@H]1CN([C@@H](C)CO)S(=O)(=O)c2ccc(Br)cc2O[C@H]1CN(C)C(=O)CN(C)C	i	/	-2.4	9%	-8	0	22%	-11%
Cc1ccc(S(=O)(=O)N2CC(O)CC2C(=O)OCC(=O)Nc2ccc([N+](=O)[O-])cc2C(F)(F)F)cc1C (stereo not given)	i	1%	2.6	0%	2	?	-1%	-6%
Fc1ccc(-c2n[nH]c(=S)n2/N=C/c2c[nH]c3ccccc23)cc1	i	0%	-0.2	10%	1	?	4%	-7%
Clc1nc2ccccc2cc1-c1nnn(-c2ccccc2Br)n1	i	/	-3.6	2%	-9	-20	3%	i
Nc1ccc2c(c1)CCC2=O	i	/	-3.2	4%	-8	22	-13%	i
COc1cccc(C2(C)NC(=O)N(CC(=O)c3cc(C)n(C4CC4)c3C)C2=O)c1 (stereo not given)	i	-2%	-13	-1%	-9	17	0%	-32%[inhibitor]
COC(=O)c1sc(SC)nc1N	i	0%	-0.6	-2%	2	1	5%	i
Cn1ccc2c(N(Cc3ccccc3)Cc3ccccc3)cc3c(c21)C1CCC3C1 (stereo not given)	i	/	-2.6	0%	-10	-56*	7%	-31%[inhibitor]
Cc1ccc(-c2cc(Cc3ccccc3)c(=O)[nH]n2)cc1	i	1%	-3.3	-5%	-10	3	-5%	i
CCOc1ccc(/C(O)=C2\C(=O)C(=O)N(CCOCCO)C2c2ccccc2OC)cc1 (stereo not given)	i	0%	-2.4	1%	3	-2	3%	-1%[57.5 µM]
COc1ccc(C2Nc3ccccc3C(=O)N2NC(C)=O)c(OC)c1 (stereo not given)	i	-4%	3.0	2%	-3	36	2%	i
COc1ccc2nc(N3CCCC(C(=O)NCCc4ccc(OC)c(OC)c4)C3)sc2c1 (stereo not given)	i	1%	1.6	-18%	5	7	2%	-39%[inhibitor]
O=C1CCCc2c1cnc1ncnn21	i	-1%	-4.4	1%	2	10	-2%	i
Cc1cc(-c2csc(N)n2)c(C)n1Cc1ccco1	i	-1%	0.6	-2%	3	6	3%	i
Cc1ccc(-c2cccc(-c3cc(=O)oc4ccc(C(C)(C)C)cc34)c2)cc1	i	-2%	-0.7	-7%	-15	-3	10%	-22%

3 consecutive compounds out of the list so far:
SMILES	Akt phos inh	MmCpn inh	CCT chaperon mod	EPAC2 antag	DRD3 agonist	D3 antag	EPAC2 ag	PTHR1 agonist
CCOc1ccc(/C(O)=C2\C(=O)C(=O)N(CCOCCO)C2c2ccccc2OC)cc1 (stereo not given)	i	0%	-2.4	1%	3	-2	3%	-1%[57.5 µM]
COc1ccc(C2Nc3ccccc3C(=O)N2NC(C)=O)c(OC)c1 (stereo not given)	i	-4%	3.0	2%	-3	36	2%	i
COc1ccc2nc(N3CCCC(C(=O)NCCc4ccc(OC)c(OC)c4)C3)sc2c1 (stereo not given)	i	1%	1.6	-18%	5	7	2%	-39%[inhibitor]

Reformatted bar-delimited: part of the list above
mol | Akt phos inh | MmCpn inh | CCT chaperon mod | EPAC2 antag | DRD3 agonist | D3 antag | EPAC2 ag | PTHR1 agonist
CC(C)(C)n1nnnc1C(c1cccs1)N(Cc1ccccc1)Cc1ccco1 (stereo not given) | i | 0% | 2.9 | -12% | -14 | 10 | 5% | i
CC(=O)OC1c2c(ccc3ccc(=O)oc23)OC(C)(C)C1OC(=O)CC(C)C (stereo not given) | i | -3%[15.4 µM] | 0.9 | -4% | -6 | -7 | -11% | -3%
O=C(NNS(=O)(=O)c1ccc(F)cc1)c1ccc(S(=O)(=O)N2CCCCC2)cc1 | i | 0% | 1.6 | 10% | 3 | 13 | 0% | i

Remaining list, next part
SMILES	Akt phos inh	MmCpn inh	CCT chaperon mod	EPAC2 antag	DRD3 agonist	D3 antag	EPAC2 ag	PTHR1 agonist
O=C(OCC(=O)N1CCCCC1)c1ccc2ccccc2n1	i	2%	1.5	5%	4	6	-7%	i
C[C@H]1COc2cccc(N(C)CCO)c2S(=O)(=O)N1	i	/	-1.3	1%	6	6	5%	-15%
CCC(c1nnnn1Cc1ccccc1)N(Cc1cc2cc(OC)ccc2[nH]c1=O)CC1CCCO1 (stereo not given)	i	3%	-6.0	-3%	4	-20	-3%	i
CCc1ccc(-n2cc(-c3ccc([N+](=O)[O-])cc3)[nH]c2=S)cc1	i	-3%	-1.1	-15%	-20	-23	0%	-8%
N#Cc1c(/N=C/N2CCCC2)oc(-c2ccccc2)c1-c1ccccc1	i	2%	-4.1	-4%	-2	0	8%	i
N/C(=N\OS(=O)(=O)c1ccc(Br)cc1)c1ccncc1	i	1%	-1.6	-3%	-19	-4	2%	i

Some of the compounds tested. The share of hits here may be higher or lower than overall.
